CHRM5 agonist = human M5 muscarinic receptor agonists, primary screen, CHO-K1 cells, Fluo-8 calcium fluorescence; Muscarinic acetylcholine receptor M5 (Homo sapiens), P08912; CHO-K1 hM5 cells; 0% DMSO wells, 100% maximal acetylcholine response; activation, % at 3 µM; 0.19% of 360,000 active;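 active = activation above the run's mean over test compounds plus 3 SD, cut at about 23% in these data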;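 also: signal is peak over basal fluorescence ratio across the kinetic read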
Target sequence (P08912 whole entry, looked up): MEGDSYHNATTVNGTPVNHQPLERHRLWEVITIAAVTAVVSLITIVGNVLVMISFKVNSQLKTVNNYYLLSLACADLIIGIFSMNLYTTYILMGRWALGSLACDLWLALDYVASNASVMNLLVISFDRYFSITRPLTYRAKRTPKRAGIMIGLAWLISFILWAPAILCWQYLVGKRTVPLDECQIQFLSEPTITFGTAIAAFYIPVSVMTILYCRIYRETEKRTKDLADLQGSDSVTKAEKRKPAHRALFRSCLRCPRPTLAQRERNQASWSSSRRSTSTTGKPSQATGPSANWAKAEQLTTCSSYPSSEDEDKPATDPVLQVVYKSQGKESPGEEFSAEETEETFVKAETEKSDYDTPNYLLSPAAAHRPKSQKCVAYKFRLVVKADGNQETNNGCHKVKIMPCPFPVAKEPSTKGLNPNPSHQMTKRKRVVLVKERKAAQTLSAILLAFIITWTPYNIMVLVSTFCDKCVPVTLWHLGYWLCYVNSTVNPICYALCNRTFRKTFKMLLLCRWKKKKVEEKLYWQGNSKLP
M4 ag = human M4 muscarinic receptor agonists, primary screen, CHO-K1 cells, Fluo-8 calcium fluorescence; Muscarinic acetylcholine receptor M4 (Homo sapiens), P08173; AID 624127, 2012; activation, % at 3 µM; 0.14% of 360,000 active; CHO-K1 hM4/Gqi5; vehicle 0%, full acetylcholine response 100%;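 active = activation above the run mean over all test wells plus 3 SD, cut at about 32% in these data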;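 also: peak over basal fluorescence ratio per well then scaled between controls; 0% = DMSO wells and 100% = acetylcholine at EC100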
CHRM4 PAM = human M4 muscarinic receptor positive allosteric modulators, primary screen, CHO-K1 cells, Fluo-8 calcium fluorescence; activation, % at 3 µM; CHO-K1 hM4/Gqi5, ACh EC20; 0% = ACh EC20, 100% = maximal ACh; 0.4% of 360,000 active;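 active = activation above its plate's cutoff, the mean activation of sample wells plus 3 SD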; also: some results filed as inactive read as strong as hits
CHRM5 antagonist = human M5 muscarinic receptor antagonists, primary screen, CHO cells, Fluo-8 calcium fluorescence; Muscarinic acetylcholine receptor M5 (Homo sapiens), P08912; AID 624040, 2012; 0.59% of 360,000 active; inhibition, % at 3 µM; CHO-hM5 cells, ACh EC80;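 active = inhibition above a per-plate cutoff, the mean of that plate's test compounds plus 3 SD, cut at about 27% in these data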;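 also: 0% = acetylcholine EC80 with DMSO and 100% = DMSO without agonist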
M1 PAM = human M1 muscarinic receptor positive allosteric modulators, primary screen, CHO-K1 cells, Fluo-8 calcium fluorescence, 1536-well | Muscarinic acetylcholine receptor M1 (Homo sapiens), P11229 | CHO-K1 hM1, ACh EC20; 0% = ACh EC20, 100% = maximal ACh | activation, % at 3 µM | 0.088% of 360,000 active; in the data active = activation above about 19%, passing the limit was not always enough
M4 antag = human M4 muscarinic receptor antagonists, primary screen, CHO cells, Fluo-8 calcium fluorescence | CHO-hM4 cells, ACh EC80 | inhibition, % at 3 µM | 0.73% of 360,000 active;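 active = inhibition above its plate's cutoff, the mean inhibition of sample wells plus 3 SD, cut at about 27% in these data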;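 also: 0% = acetylcholine EC80 with DMSO and 100% = DMSO without agonist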
CHRM5 PAM = human M5 muscarinic receptor positive allosteric modulators, primary screen, CHO-K1 cells, Fluo-8 calcium fluorescence; Muscarinic acetylcholine receptor M5 (Homo sapiens), P08912; CHO-K1 hM5, ACh EC20 PAM; 0% = ACh EC20, 100% = ACh EC100; activation, % at 3 µM; 0.3% of 360,000 active; AID 624038, 2012;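 active = activation above the run cutoff, the mean activation of all test compounds plus 3 SD, cut at about 18% in these data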
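Test system: CHO-K1 hM5 cells / Doses: single-point, 3 µM nominal / Times: Post-acetylcholine fluorescence recording 140 s / Technique: Fluo-8 calcium fluorescence / Measure: Max/basal fluorescence ratio as % of EC20–EC100 ACh window / Benchmarks: low control EC20 acetylcholine (0%), high control EC100 acetylcholine (100%) / Replicates: one well per compound, no replicates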
CRFR2-BP antag = antagonists of CRF-BP/CRF-R2 complex, primary screen, cell-based, HEK293, calcium dye fluorescence, uHTS; AID 588475, 2011; 0.59% of 350,000 active; inhibition, % at 11.8 µM; CRF-induced calcium fluorescence;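 active = inhibition of the ligand-induced calcium signal above about 50% at the single tested concentration, limit read from the data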
CRFR2-BP ag = agonists of CRF-BP/CRF-R2 complex, primary screen, cell-based, HEK293, calcium dye fluorescence, uHTS; calcium dye fluorescence (FLIPR); percent of saturating CRF peptide response; activation, % at 13.2 µM; 0.46% of 350,000 active; AID 588473, 2011;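 active = activation of at least 50%, plus an integration ratio under a set limit after plate pattern correction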;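 also: plate controls were neutral control wells without compound for no effect and CRF at EC100 for full effect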
* hit, by the source's call; . = not tested or not shown.

compound | CHRM5 agonist | M4 ag | CHRM4 PAM | CHRM5 antagonist | M1 PAM | M4 antag | CHRM5 PAM | CRFR2-BP antag | CRFR2-BP ag
O=C(CSc1ccc(-c2cccnc2)nn1)Nc1ccccc1C(F)(F)F | -2 | 1 | -2 | -8 | 3 | 2 | -1 | -1 | 0.9
O=C(Cn1nc(C(F)F)cc1C(F)F)NNC(=S)Nc1ccc(Cl)cc1 | -5 | 0 | 9 | 5 | 5 | 15 | -1 | 17 | 0.7
CC(C)(C)OC(=O)N1CCC(CNC(=O)c2ccc(F)cc2)CC1 | -2 | 9 | -12 | -2 | 2 | -7 | 2 | -6 | -0.7
Cc1ccccc1Nc1nc(N)nc(COc2ccc(C#N)cc2)n1 | 2 | 3 | -3 | 7 | 11 | 2 | -1 | -19 | -11
CCn1nnc2c(=O)oc3ccccc3c21 | 4 | 1 | 2 | -6 | 13 | -8 | 10 | 6 | -1.2
CN(CC(=O)Nc1ccc(F)cc1[N+](=O)[O-])C1CCS(=O)(=O)C1 (stereo not given) | 2 | 1 | 1 | 1 | 9 | -3 | 6 | 2 | 0.3
CCCCN(C(=O)C(C)Oc1ccc(Cl)cc1)c1c(N)n(CCCC)c(=O)[nH]c1=O (stereo not given) | 3 | 1 | 4 | -2 | 5 | -2 | 3 | 6 | -0.2
CCNC(=S)N(Cc1ccco1)Cc1cc2cc3c(cc2[nH]c1=O)OCCO3 | 1 | 4 | 4 | -6 | 8 | -11 | 3 | -73 | -0.6
COc1ccc(NC(=O)C2CCCCC2)cc1S(=O)(=O)N1CCOCC1 | 4 | 1 | -3 | 6 | 11 | -4 | 14 | -6 | 1.7
CC(OC(=O)/C=C/c1cccc(F)c1)C(=O)NC1CCCCC1C (stereo not given) | -1 | 1 | 1 | -3 | 5 | 1 | -1 | -7 | 0.1
CC1CCCCN1CC(O)COCCC12CC3CC(CC(C3)C1)C2 (stereo not given) | -4 | 18 | 5 | 1 | 3 | -12 | 16 | -16 | 1.4
COc1cc(/C=N\n2nnnc2N)ccc1OCc1ccc(F)cc1 | 9 | 5 | 1 | 6 | -17 | -4 | -9 | -39 | -3.5
CC[C@@]1(C(=O)OC)N[C@H](CN(C)C(=O)Nc2ccccc2)[C@@H]2C(=O)N(C)C(=O)[C@@H]21 | 2 | 2 | -2 | 5 | 5 | -4 | -1 | 7 | -2.8
O=C(Nc1ccncc1)c1ccc2c(c1)C(=O)N(CC1CCCO1)C2=O (stereo not given) | 4 | 6 | -9 | 8 | 3 | 7 | -8 | 6 | 0.4
CCc1nnc2n1N=C(c1ccc(OC)cc1)CS2 | 0 | -3 | 16 | -9 | 3 | 14 | 11 | 5 | -3.6
COc1ccc(OCCOc2ccc(/C=C3\C(=N)N4N=C(C)SC4=NC3=O)cc2)cc1 | -2 | 0 | 8 | 17 | 7 | -21 | -7 | -10 | 2.8
COc1cccc(CNC(=O)CCNC(=O)C2CCN(S(=O)(=O)c3ccc(F)cc3)CC2)c1 | -4 | 0 | -13 | 4 | 2 | 12 | -1 | 20 | -0.8
CC(=O)c1c(C)[nH]c(C(=O)OCC(=O)NCc2ccc3c(c2)OCO3)c1C | 1 | 2 | 8 | 10 | 1 | -2 | -9 | 13 | -2.0
COCCNC(=S)N1CCC(NC(=O)C23CC4CC(CC(C4)C2)C3)CC1 | -1 | 1 | -2 | 5 | 7 | 8 | -1 | -9 | 0.5
COc1ccc(CN(C(=O)c2oc3cc(C)ccc3c2C)C2CCS(=O)(=O)C2)cc1OC (stereo not given) | 4 | 3 | 1 | -1 | 4 | -8 | -3 | 34 | -4.3

Later entries
compound | CHRM5 agonist | M4 ag | CHRM4 PAM | CHRM5 antagonist | M1 PAM | M4 antag | CHRM5 PAM | CRFR2-BP antag | CRFR2-BP ag
O=C(COc1ccc(Br)cc1)NCCCNC(=O)c1ccncc1 | -2 | 1 | 2 | 3 | 8 | 9 | 2 | 3 | -1.2
Cc1cccc(SCc2noc(C(=O)NCC3CCCO3)c2C(=O)O)c1 (stereo not given) | 2 | 3 | 15 | 4 | 17 | -5 | 3 | 3 | -0.7
CCCc1nnc(NC(=O)CCS(=O)(=O)Cc2ccccc2)s1 | 1 | 2 | 0 | 4 | 11 | -2 | 5 | 7 | -2.0
O=C(O)c1cc(NCc2cccs2)ccc1N1CCOCC1 | 1 | 0 | 9 | 4 | 5 | 6 | -4 | 4 | 1.7
CN(C)CCCNc1c2c(nc3cc(-c4cccc(F)c4)nn13)CCC2 | 1 | 10 | -13 | 7 | -3 | -5 | -11 | 5 | 0.4
O=C(Nc1ccccc1C(=O)NC(Cc1c[nH]c2ccccc12)C(=O)O)c1ccccc1 (stereo not given) | 4 | 0 | 3 | -6 | 14 | -5 | 14 | 10 | -0.5
CC(=O)c1nnn(-c2nc(N)nc(N(c3ccccc3)c3ccccc3)n2)c1C | -1 | 0 | 11 | -1 | -1 | 0 | -3 | -28 | 0.1
O=C(O)C1=CC[C@@H](c2ccc(Cl)cc2)N(S(=O)(=O)c2ccc(Cl)cc2)[C@H]1c1cccc(Cl)c1 | -7 | 2 | 8 | 7 | 9 | -5 | -9 | 28 | 11
CCOC(=O)CNC(=O)C1CCCc2c1[nH]c1ccc(Cl)cc21 (stereo not given) | -8 | 4 | 0 | -10 | -10 | 3 | 0 | 6 | -0.2
OCc1cccc(-c2csc(C(O)c3ccccc3)n2)c1 (stereo not given) | 2 | 1 | 6 | 4 | 7 | -4 | -2 | . | .
O=[N+]([O-])c1ccc(C2CCCC/C2=N/OCc2ccccc2F)c([N+](=O)[O-])c1 (stereo not given) | -5 | -2 | -5 | -7 | -9 | 3 | -9 | -4 | 1.2
COc1ccc(-n2c(Cc3cccn3C)nnc2SCC(=O)Nc2cccc(NC(C)=O)c2)cc1 | 3 | 1 | 1 | 6 | 16 | 1 | -3 | -26 | 2.4
NC(=O)c1ccc(NC(=O)CS(=O)(=O)c2cn(CC(=O)N3CCCCC3)c3ccccc23)cc1 | -1 | 1 | -7 | 8 | 8 | 6 | -5 | 0 | -1.5
CC(C)(C=O)Cc1cc(C(C)(C)C)c(O)c(C(C)(C)C)c1 | 1 | -1 | -7 | -7 | 0 | -7 | 3 | -34 | 0.4
Cc1onc(-c2ccccc2)c1C(=O)NNC(=S)NC(=O)/C=C/c1cccs1 | 0 | 1 | -5 | 1 | -8 | -2 | -3 | -19 | 34
CC(C)(C)c1ccc(NC(=O)c2ccc3c(c2)S(=O)(=O)c2ccccc2C3=O)cc1 | 3 | 1 | -3 | 5 | -3 | 6 | -1 | -2 | -0.1
CSc1nc2ccccc2n1Cc1c(Cl)cccc1Cl | -12 | 1 | -12 | 10 | -20 | -2 | 21* | -9 | 0.5
O=C(NNC(=O)C1CC(=O)N(c2ccc3c(c2)OCCO3)C1)c1ccc(F)cc1 (stereo not given) | 2 | 1 | 9 | 5 | 11 | -1 | 3 | 12 | -1.6
CN(C)c1ccc(CN(C(=O)COc2ccccc2)C2CCS(=O)(=O)C2)cc1 (stereo not given) | 3 | 0 | -4 | 1 | 10 | 5 | 0 | 1 | 0.2
CCCc1[nH]nc2c1C(c1ccc(OC(=O)c3ccco3)cc1)C(C#N)=C(N)O2 (stereo not given) | 0 | 0 | 10 | -1 | 6 | -7 | 2 | 0 | -2.8

Further compounds follow.
compound | CHRM5 agonist | M4 ag | CHRM4 PAM | CHRM5 antagonist | M1 PAM | M4 antag | CHRM5 PAM | CRFR2-BP antag | CRFR2-BP ag
O=C(CCc1nnc(C2CCCCC2)o1)NCc1ccc(F)c(F)c1 | 0 | 0 | 4 | 7 | 4 | -7 | 1 | 6 | -1.4
Cc1ccc2cc(CN(CC3CCCO3)S(=O)(=O)c3ccc4c(c3)OCCO4)c(=O)[nH]c2c1C (stereo not given) | 2 | 2 | 3 | -6 | 7 | -16 | 4 | -32 | 0.8
S=c1[nH]nc(-c2ccncc2)n1/N=C/c1cn(-c2ccccc2)nc1-c1ccc(Cl)cc1 | -2 | 0 | 4 | 7 | 9 | 4 | -2 | -26 | 1.9
COc1cc(/C=C2\SC(N3CCc4ccccc4C3)=NC2=O)cc(OC)c1OC | -5 | 0 | -2 | -3 | 0 | 0 | 0 | 41 | -1.4
